Screening results deposited in PubChem BioAssay by several laboratories.
SRC2 inh: inhibition of GAL4-SRC2 driven luciferase reporter, primary screen, SRC2 inhibitor project, cell-based, luminescence; AID 651957, 2012; hit rate 0.17% among 370,000; Nuclear receptor coactivator 2 (Homo sapiens), Q15596; HEK293 GAL4-SRC2 luciferase reporter; inhibition, % at 9 µM;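 active means inhibition above the mean inhibition of all tested compounds plus 3 SD, set per campaign, cut at about 52% in these data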;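 further: 0% = DMSO treated cells and 100% = cells given Gossypol at 36 µM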
Glyco luc inh: increase of ERlucT glycosylation luciferase signal, primary screen, N-linked glycosylation inhibitor project, D54 ERlucT cells, luminescence, set 2; D54 ERlucT glycosylation luciferase reporter, 24 h; percent of 100 nM tunicamycin response; reporter increase, % at 12.5 µM; hit rate 0.23% among 360,000;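 active means mean luciferase reporter signal, scaled so untreated is 0 and the glycosylation-blocking control 100, at or above a set limit in every replicate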;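 further: luciferase carries N-glycosylation sites so blocking glycosylation raises the light; 0% = median of neutral control wells and 100% = median of 100 nM tunicamycin wells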
NOD2 RIPK2 PPI: NOD2-RIPK2 binding disruptors in cells, primary screen, fluorescence, CHO cells, BLA complementation. CCF4 ratio. inhibition, % at 4.98 µM. hit rate 0.38% among 360,000. AID 624267, 2012; in the data active means inhibition above about 21%;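 further: 0% = vehicle only and 100% = reference blocker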
MC4R barr agon: MC4R agonists recruiting beta-arrestin, primary screen, cell-based, luminescence, agonist arm of biased-ligand search | U2OS MC4R beta-arrestin complementation; percent of melanotan II response, DMSO zero | activation, % at 8.9 µM | hit rate 0.98% among 360,000 | Melanocortin receptor 4 (Homo sapiens), P32245;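 active means activation above a per-plate cutoff, the mean activation of sample wells on that plate plus 3 SD, cut at about 8% in these data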
ABHD5 PLIN5 PPI: ABHD5-PLIN5 interaction inhibitors, primary screen, cell lysate, split luciferase complementation, luminescence. Perilipin-5 (Homo sapiens) + 1-acylglycerol-3-phosphate O-acyltransferase ABHD5 (Homo …. Split G. princeps luciferase complementation, 4 h. inhibition, % at 4 µM. hit rate 0.78% among 360,000;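 active means inhibition above the mean inhibition across every tested compound plus 3 SD, cut at about 22% in these data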;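 further: 0% = DMSO only wells and the 100% control is not disclosed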
ABCB6 inh MLPCN: ABCB6 transporter inhibitors, primary screen, K562-ABCB6 cells, flow cytometry, MLPCN library | K562-ABCB6 porphyrin accumulation, 1 h; active compounds read low | fluorescence ratio to DMSO, % at 10 µM | ATP-binding cassette sub-family B member 6 (Homo sapiens), Q9NP58 | hit rate 0.19% among 360,000;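 active means fluorescence ratio to DMSO below 75%, the collection mean minus 3 SD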;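 further: signal is porphyrin accumulated inside mitochondria; 100% equals median channel fluorescence of DMSO control wells; lower ratio means ABCB6 inhibition with less porphyrin fluorescence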
Target sequence (Q9NP58 whole entry, looked up): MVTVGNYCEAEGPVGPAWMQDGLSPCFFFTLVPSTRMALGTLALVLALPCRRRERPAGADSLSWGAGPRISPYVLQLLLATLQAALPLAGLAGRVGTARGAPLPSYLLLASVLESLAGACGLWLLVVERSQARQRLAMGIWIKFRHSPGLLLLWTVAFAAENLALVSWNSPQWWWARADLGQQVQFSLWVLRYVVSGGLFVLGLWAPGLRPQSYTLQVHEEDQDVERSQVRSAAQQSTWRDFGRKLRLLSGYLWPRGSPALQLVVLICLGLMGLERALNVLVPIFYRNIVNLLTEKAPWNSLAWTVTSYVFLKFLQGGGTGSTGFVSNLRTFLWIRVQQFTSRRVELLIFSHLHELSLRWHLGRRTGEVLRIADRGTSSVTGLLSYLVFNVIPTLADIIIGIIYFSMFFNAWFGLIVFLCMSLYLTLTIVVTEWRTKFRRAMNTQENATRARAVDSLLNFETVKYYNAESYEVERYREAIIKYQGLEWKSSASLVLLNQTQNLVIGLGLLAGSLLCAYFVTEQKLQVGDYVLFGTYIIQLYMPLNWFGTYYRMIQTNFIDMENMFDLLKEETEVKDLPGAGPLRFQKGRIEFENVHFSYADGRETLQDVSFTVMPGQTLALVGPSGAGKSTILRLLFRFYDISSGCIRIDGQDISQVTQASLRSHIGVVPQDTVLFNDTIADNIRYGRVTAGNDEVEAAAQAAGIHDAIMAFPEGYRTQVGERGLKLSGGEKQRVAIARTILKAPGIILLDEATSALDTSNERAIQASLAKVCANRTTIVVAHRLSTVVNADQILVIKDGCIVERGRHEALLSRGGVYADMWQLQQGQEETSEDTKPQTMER
TLR9-MyD88 block: inhibitors of TLR9-MyD88 association in cells, primary screen, cell-based, CHO, BLA complementation, fluorescence. Toll-like receptor 9 (Homo sapiens) + Myeloid differentiation primary response protein …. CCF4 FRET ratio. inhibition, % at 4.98 µM. hit rate 0.21% among 340,000. AID 504734, 2011;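 active means inhibition above the mean over all tested compounds plus 3 SD, cut at about 21% in these data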;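 further: 0% = DMSO only wells and 100% = clavulanate BLA inhibitor control wells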
H9c2 protect: cardioprotection against H2O2-induced cell death, primary screen, uHTS, H9c2 cells, ATPLite luminescence; protection from H2O2 cell death, % at 20 µM; hit rate 0.63% among 360,000; H9c2 cardiomyocytes, H2O2 injury protection, 2 h;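 active means compounds giving at least 50% protection of heart cells from peroxide-induced death in the single-dose screen, raw or plate-pattern-corrected value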;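 further: 0% = DMSO wells with peroxide and 100% = DMSO wells without peroxide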
HTR2A ag: mouse Htr2a agonists via beta-arrestin recruitment, primary screen, cell-based, luminescence; 5-hydroxytryptamine receptor 2A (Mus musculus), P35363; CHO-K1 mHTR2A beta-arrestin complementation; percent of 30 µM serotonin response; activation, % at 7.6 µM; hit rate 0.66% among 360,000; AID 624169, 2012;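 active means activation above a run cutoff, the mean activation of all tested compounds plus 3 SD, cut at about 14% in these data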;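 further: 0% = plate median of compound wells and 100% = 30 µM serotonin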
MC4R antagonist: MC4R antagonists of cAMP signaling, primary screen, cell-based, TR-FRET, antagonist arm of biased-ligand search | MC4R-expressing cells, MTII-stimulated cAMP, LANCE TR-FRET | Melanocortin receptor 4 (Homo sapiens), P32245 | inhibition, % at 6.5 µM | AID 540295, 2011 | hit rate 0.48% among 360,000;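 active means inhibition above its plate's cutoff, the mean of tested wells on that plate plus 3 SD, cut at about 29% in these data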;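 further: 0% = Melanotan II alone and 100% = Melanotan II plus saturating MCL0020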
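Assay system: U2OS-MC4R stable cell line; Also added: Melanotan II; Technique: Eu-cAMP/anti-cAMP TR-FRET, emission 671 nm; Times: 30-min compound, 1-h challenge, 1-h detection, room temperature.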
Starred values were filed as active, the others as inactive.

Results for CC1=C(C#N)C(c2ccc(O)cc2)C(C#N)=C(C)N1 ?
SRC2 inh: -1; Glyco luc inh: 1; NOD2 RIPK2 PPI: -4; MC4R barr agon: -1.3; ABHD5 PLIN5 PPI: 3; ABCB6 inh MLPCN: 98; TLR9-MyD88 block: -3; H9c2 protect: 6; HTR2A ag: 10; MC4R antagonist: -2

How did COc1ccc(CCNC(=O)C2CCCN(S(=O)(=O)c3ccc(OC)cc3)C2)cc1 (stereo not given) do in these assays?
SRC2 inh: -9; Glyco luc inh: -3; NOD2 RIPK2 PPI: 0; MC4R barr agon: -0.2; ABHD5 PLIN5 PPI: -11; ABCB6 inh MLPCN: 95; TLR9-MyD88 block: 3; H9c2 protect: 2; HTR2A ag: 7; MC4R antagonist: -4

Results for Cc1cc(-c2ccc(C(C)C)c(S(=O)(=O)N3CC(=O)Nc4ccccc43)c2)on1 ?
SRC2 inh: 9; Glyco luc inh: -1; NOD2 RIPK2 PPI: -8; MC4R barr agon: -2.7; ABHD5 PLIN5 PPI: -8; ABCB6 inh MLPCN: 99; TLR9-MyD88 block: -1; H9c2 protect: 3; HTR2A ag: 6; MC4R antagonist: -3

What do the screens show for `Cc1oc(-c2ccccc2)nc1C(=O)N1CCN(c2ccc(F)cc2)CC1`?
SRC2 inh: -19; Glyco luc inh: 2; NOD2 RIPK2 PPI: -6; MC4R barr agon: -0.4; ABHD5 PLIN5 PPI: 4; ABCB6 inh MLPCN: 100; TLR9-MyD88 block: 3; H9c2 protect: -8; HTR2A ag: -3; MC4R antagonist: 20

What do the screens show for `NC(N)=NN=C1CCCCCCCCCCC1`?
SRC2 inh: 3; Glyco luc inh: -2; NOD2 RIPK2 PPI: -4; MC4R barr agon: -2.0; ABHD5 PLIN5 PPI: 8; ABCB6 inh MLPCN: 97; TLR9-MyD88 block: -4; H9c2 protect: -9; HTR2A ag: -4; MC4R antagonist: 6

How did Cc1ccc(N(CC(=O)N2CCn3c2nc2ccccc23)S(=O)(=O)c2c(C)n[nH]c2C)cc1 do in these assays?
SRC2 inh: -7; Glyco luc inh: 0; NOD2 RIPK2 PPI: -12; MC4R barr agon: -0.1; ABHD5 PLIN5 PPI: 6; ABCB6 inh MLPCN: 93; TLR9-MyD88 block: 4; H9c2 protect: 35; HTR2A ag: 0; MC4R antagonist: -22

What do the screens show for `Cc1ccc(C)c(NC(=O)C2CC3c4ccccc4C2c2ccccc23)c1` (stereo not given)?
SRC2 inh: -18; Glyco luc inh: -2; NOD2 RIPK2 PPI: 6; MC4R barr agon: 4.3; ABHD5 PLIN5 PPI: 5; ABCB6 inh MLPCN: 97; TLR9-MyD88 block: -6; H9c2 protect: 7; HTR2A ag: 1; MC4R antagonist: 8

How did O=C(NCc1cccnc1)/C(=C/c1ccco1)NC(=O)c1ccccc1 do in these assays?
SRC2 inh: 9; Glyco luc inh: 2; NOD2 RIPK2 PPI: -5; MC4R barr agon: -0.9; ABHD5 PLIN5 PPI: -1; ABCB6 inh MLPCN: 114; TLR9-MyD88 block: 4; H9c2 protect: 12; HTR2A ag: 0; MC4R antagonist: 6

What do the screens show for `COC(=O)c1ccc(NC(=O)c2ccc(N(C)S(C)(=O)=O)cc2)cc1`?
SRC2 inh: -3; Glyco luc inh: -1; NOD2 RIPK2 PPI: -1; MC4R barr agon: 2.1; ABHD5 PLIN5 PPI: -8; ABCB6 inh MLPCN: 93; TLR9-MyD88 block: 0; H9c2 protect: 0; HTR2A ag: -5; MC4R antagonist: 18

Results for CCNCC(=O)N1c2ccccc2CCc2ccc(NC(=O)OC(C)C)cc21 ?
SRC2 inh: -2; Glyco luc inh: -2; NOD2 RIPK2 PPI: -1; MC4R barr agon: 1.8; ABHD5 PLIN5 PPI: 6; ABCB6 inh MLPCN: 95; TLR9-MyD88 block: 1; H9c2 protect: -5; HTR2A ag: 1; MC4R antagonist: 13

What do the screens show for `NC(=O)c1ccsc1NC(=O)CN1C(=O)C2CC=CCC2C1=O` (stereo not given)?
SRC2 inh: 6; Glyco luc inh: 0; NOD2 RIPK2 PPI: 1; MC4R barr agon: -0.4; ABHD5 PLIN5 PPI: 3; ABCB6 inh MLPCN: 98; TLR9-MyD88 block: -9; H9c2 protect: -1; HTR2A ag: 7; MC4R antagonist: 4

How did Cc1ccc[n+](-c2[nH]c(=O)sc2/C=N/N=C(\[O-])CCn2c3ccccc3c3ccccc32)c1 do in these assays?
SRC2 inh: -2; Glyco luc inh: 3; NOD2 RIPK2 PPI: 1; MC4R barr agon: -2.5; ABHD5 PLIN5 PPI: 2; ABCB6 inh MLPCN: 98; TLR9-MyD88 block: -5; H9c2 protect: -1; HTR2A ag: -1; MC4R antagonist: -2

What do the screens show for `Cc1ccc(C(=O)N2CCN(CCNC(=O)C(=O)NC(C)C)CC2)cc1`?
SRC2 inh: -24; Glyco luc inh: 3; NOD2 RIPK2 PPI: -3; MC4R barr agon: -0.1; ABHD5 PLIN5 PPI: -5; ABCB6 inh MLPCN: 103; TLR9-MyD88 block: 6; H9c2 protect: -6; HTR2A ag: 0; MC4R antagonist: 5

What do the screens show for `Cc1ccc(Nc2c(-c3ccccc3)nc3cnccn23)cc1`?
SRC2 inh: -1; Glyco luc inh: 0; NOD2 RIPK2 PPI: -1; MC4R barr agon: -1.7; ABHD5 PLIN5 PPI: 8; ABCB6 inh MLPCN: 101; TLR9-MyD88 block: -9; H9c2 protect: 0; HTR2A ag: 0; MC4R antagonist: 12

How did O=C(NCc1ccco1)C(=O)c1cn(CC(=O)N2CCCCCC2)c2ccccc12 do in these assays?
SRC2 inh: -18; Glyco luc inh: 2; NOD2 RIPK2 PPI: -2; MC4R barr agon: -1.7; ABHD5 PLIN5 PPI: -7; ABCB6 inh MLPCN: 97; TLR9-MyD88 block: -1; H9c2 protect: 1; HTR2A ag: 2; MC4R antagonist: 8

What do the screens show for `CCOc1ccc(OCC)c(NC(=O)C2CCN(c3ncccn3)CC2)c1`?
SRC2 inh: 3; Glyco luc inh: -1; NOD2 RIPK2 PPI: 0; MC4R barr agon: -0.3; ABHD5 PLIN5 PPI: -2; ABCB6 inh MLPCN: 94; TLR9-MyD88 block: -11; H9c2 protect: 6; HTR2A ag: -5; MC4R antagonist: -5

How did O=C(COCc1ccccc1)N[C@@H](Cc1ccc(O)cc1)C(=O)O do in these assays?
SRC2 inh: 10; Glyco luc inh: 1; NOD2 RIPK2 PPI: -2; MC4R barr agon: -1.4; ABHD5 PLIN5 PPI: -4; ABCB6 inh MLPCN: 98; TLR9-MyD88 block: -3; H9c2 protect: 8; HTR2A ag: 3; MC4R antagonist: 2

How did COCCn1c(-c2ccc(OC)cc2)cnc1N do in these assays?
SRC2 inh: -4; Glyco luc inh: 4; NOD2 RIPK2 PPI: -5; MC4R barr agon: -2.4; ABHD5 PLIN5 PPI: 2; ABCB6 inh MLPCN: 94; TLR9-MyD88 block: 0; H9c2 protect: 8; HTR2A ag: -2; MC4R antagonist: 0

How did CC(=O)Nc1cccc(NC(=O)Nc2cccc3ccccc23)c1 do in these assays?
SRC2 inh: 6; Glyco luc inh: 4; NOD2 RIPK2 PPI: -3; MC4R barr agon: 0.1; ABHD5 PLIN5 PPI: -1; ABCB6 inh MLPCN: 95; TLR9-MyD88 block: 5; H9c2 protect: -4; HTR2A ag: -1; MC4R antagonist: -6

How did CCS(=O)(=O)NCC(c1cccnc1)N1CCN(c2ccccc2F)CC1 (stereo not given) do in these assays?
SRC2 inh: -8; Glyco luc inh: 0; NOD2 RIPK2 PPI: -8; MC4R barr agon: -1.1; ABHD5 PLIN5 PPI: 0; ABCB6 inh MLPCN: 103; TLR9-MyD88 block: 1; H9c2 protect: -2; HTR2A ag: 2; MC4R antagonist: 8

How did COc1ccc(C2=NN(C(=O)CSc3nc(=O)n4cccc(C)c4n3)C(c3ccc(C)cc3)C2)cc1 (stereo not given) do in these assays?
SRC2 inh: -1; Glyco luc inh: -4; NOD2 RIPK2 PPI: -2; MC4R barr agon: -1.9; ABHD5 PLIN5 PPI: -5; ABCB6 inh MLPCN: 93; TLR9-MyD88 block: -17; H9c2 protect: -2; HTR2A ag: -2; MC4R antagonist: 18

How did Cn1ccnc1C1CCCCN1Cc1nc(Cc2ccccc2F)no1 (stereo not given) do in these assays?
SRC2 inh: 3; Glyco luc inh: 0; NOD2 RIPK2 PPI: -9; MC4R barr agon: 0.3; ABHD5 PLIN5 PPI: -3; ABCB6 inh MLPCN: 98; TLR9-MyD88 block: -7; H9c2 protect: -4; HTR2A ag: -2; MC4R antagonist: 10

What do the screens show for `CCOc1ccccc1NC(=O)N1CCN(S(C)(=O)=O)CC1`?
SRC2 inh: 15; Glyco luc inh: 2; NOD2 RIPK2 PPI: 0; MC4R barr agon: -0.2; ABHD5 PLIN5 PPI: 1; ABCB6 inh MLPCN: 99; TLR9-MyD88 block: -11; H9c2 protect: 4; HTR2A ag: 2; MC4R antagonist: 12

How did CC(C)COC(=O)N1CCCC1C(=O)O (stereo not given) do in these assays?
SRC2 inh: -9; Glyco luc inh: 1; NOD2 RIPK2 PPI: -3; MC4R barr agon: -0.1; ABHD5 PLIN5 PPI: 1; ABCB6 inh MLPCN: 90; TLR9-MyD88 block: -9; H9c2 protect: 0; HTR2A ag: 2; MC4R antagonist: 12

What do the screens show for `CC1Nc2ncnc(N3CCN(c4ccccc4)CC3)c2N(Cc2ccc(Cl)cc2)C1=O` (stereo not given)?
SRC2 inh: -8; Glyco luc inh: -3; NOD2 RIPK2 PPI: -1; MC4R barr agon: -3.6; ABHD5 PLIN5 PPI: -1; ABCB6 inh MLPCN: 91; TLR9-MyD88 block: -9; H9c2 protect: 61*; HTR2A ag: -34; MC4R antagonist: 6

How did COc1cc(OC)cc(C(=O)NNC(=O)CN2C(=O)NC(C)(c3ccc(C)cc3)C2=O)c1 (stereo not given) do in these assays?
SRC2 inh: -54; Glyco luc inh: 0; NOD2 RIPK2 PPI: -1; MC4R barr agon: -1.0; ABHD5 PLIN5 PPI: 7; ABCB6 inh MLPCN: 103; TLR9-MyD88 block: -8; H9c2 protect: 1; HTR2A ag: -2; MC4R antagonist: 4

Not all compounds are listed. The share of hits here may be higher or lower than overall.
